HT1080 IDH1KD tx – qHTS for induction of synthetic lethality in tumor cells producing 2HG: qHTS for the HT-1080-IDH1KD cell line | Potency, µM (series often up to 46.1 µM), inactives show at the top dose activity, negative = toxicity, usual class: cytotoxic | HT-1080 IDH1 knockdown viability, ATP luminescence, 48 h | 360,000 compounds, 2% hits;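 further: potency means the concentration at half of the fitted maximal effect; 0% = DMSO wells and -100% = cell-free medium wells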
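Knockdown cells (IDH1KD HT-1080) received compounds 2 h after plating at 750 cells/well and were kept 48 h at 37 °C in 5% FBS RPMI. A CellTiter-Glo luminescence read gave % activity for curve fitting.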
ATXN2 expr inh – Primary qHTS for Inhibitors of ATXN expression; HEK-293 ATXN2-luciferase reporter, luminescence, 24 h; Potency, µM (highest dose often 57 µM), inactives show at the top dose activity change, negative = inhibition, hits mostly inhibitors; 360,000 compounds, 0.72% hits; further: potency means the concentration at half of the fitted maximal effect; on the % scale 0 is the no-effect control and ±100 the full control effect; nearly all actives have a fitted effect of over 55% in size
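qHTS (up to 57 uM final) was run with 24 h compound exposure of reporter cells at 37 °C. Each well was multiplexed: SteadyGlo luminescence measured ATXN2-luciferase expression after a fluorogenic Gly-Phe-AFC viability readout (25 uM final).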
KB-3-1 tox – qHTS assay for MDR1-selective chemotherapeutics: Primary screen using the parental adenocarcinoma cell KB-3-1; KB-3-1 viability, CellTiter-Glo ATP luminescence, 72 h; Potency, µM (series often up to 46.1 µM), inactives show at the top dose activity change, negative = cytotoxic, most hits filed as cytotoxic; 400,000 compounds, 1.4% hits; AID 1347075, 2019; further: potency means the concentration at half of the fitted maximal effect; on the % scale 0 is the no-effect control and ±100 the full control effect; nearly all actives have a fitted effect of over 60% in size
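Multi-concentration cytotoxicity screen in KB-3-1 cells grown in DMEM lacking phenol red with 10% FBS. After 72 h at 37 °C with compound, ATP-dependent luminescence was recorded.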
HepG2 tox – qHTS for Inhibitors of TGF-b: Cytotox Counterscreen; HepG2 CAGA-GFP viability, ATP luminescence, 18 h; AID 588856, 2011; 410,000 compounds, 0.76% hits; Potency, µM (highest dose often 46.1 µM), inactives show at the highest dose activity change, negative = cytotoxicity, hits mostly cytotoxic; further: potency means the concentration at half of the fitted maximal effect; some results filed as inactive show a strong effect at the top dose
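HepG2 CAGA-GFP cells (1000/well, DMEM with 1% FBS) received compound, then TGF-beta at 500 pg/mL final, and were incubated 18 hours at 37 degrees C. Viability was read by CellTiter-Glo luminescence. Media-only wells were set as complete cell-killing and DMSO as no toxicity.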
IL-1B inflam inh – qHTS for Inhibitors of Inflammasome Signaling: IL-1-beta AlphaLISA Primary Screen; activity change, % at 57.5 µM; THP-1 LPS/ATP IL-1B secretion, AlphaLISA, 16 h; hits give low values; 360,000 compounds, 4.7% hits; in the data active means activity change below about -50%; inconclusive means mostly about -30% to -49%; further: on the % scale 0 is the no-effect control and ±100 the full control effect
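THP-1 cells pretreated 1 hr with compounds (up to 57.5 uM final), then stimulated with LPS (250 ng/mL final) plus ATP (1.25 mM final); secreted IL-1B measured by AlphaLISA after 16 hr, decreased signal indicating inhibition.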
SW480 rerep – A quantitative high throughput screen for small molecules that induce DNA re-replication in SW480 colon adenocarcinoma cells; SW480 DNA re-replication, Hoechst DNA content imaging, 48 h; Potency, µM (series often up to 46.1 µM), without a hit: top-dose re-replication activation, hits mostly activators; 340,000 compounds, 1.8% hits; AID 624297, 2012; further: potency means the concentration at half of the fitted maximal effect; % of control where 0% means no effect; nearly all actives have a fitted effect of over 55% in size
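SW480 cells exposed to compounds for 48 hr at 37 C, 5% CO2, then Hoechst-stained 40 min. Nuclear DNA content imaged by fluorescence scanning (405 nm excitation, 500-530 nm emission); re-replication scored as increased high-intensity nuclei.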
HT1080NT lethal – qHTS for induction of synthetic lethality in tumor cells producing 2HG: qHTS for the HT-1080-NT fibrosarcoma cell line; HT-1080-NT fibrosarcoma viability, CellTiter-Glo ATP luminescence, 48 h; 360,000 compounds, 1.6% hits; AID 686970, 2013; Potency, µM (top dose mostly 46.1 µM), inactives show at the highest dose activity, negative = less viability, usual class: cytotoxic;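 further: NT is the 2HG producing partner of a matched IDH1 knockdown line; potency means the concentration at half of the fitted maximal effect; 0% = DMSO-treated cells and -100% = media-only wells without cells; nearly all actives have a fitted effect of over 55% in size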
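Compounds were tested in concentration-response format on HT-1080-NT cells for 48 hours at 37 degrees C. Cell viability came from CellTiter-Glo luminescence; curves were classified by r2, response magnitude and activity.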
ATXN viability – Viability Counterscreen for Primary qHTS for Inhibitors of ATXN expression | S2 cells (HEK-293 line with an ATXN2-luciferase reporter) viability, CellTiter-Fluor protease fluorescence, 24 h | Potency, µM (doses to about 56.7 µM), actives largely listed as cytotoxic | 400,000 compounds, 0.49% hits | AID 651635, 2014; further: potency means the concentration at half of the fitted maximal effect; nearly all actives have a fitted effect of over 40% in size
MCF10A rereplic – A quantitative high throughput screen for small molecules that induce DNA re-replication in MCF 10a normal breast cells | Potency, µM (series often up to 46.1 µM), for inactives: at the top dose activity, positive = re-replication, most hits filed as activators | 350,000 compounds, 2.9% hits | MCF 10A DNA re-replication, Hoechst nuclear intensity, 48 h | AID 624296, 2012; further: potency means the concentration at half of the fitted maximal effect; % of control where 0% means no effect; nearly all actives have a fitted effect of over 50% in size
The depositor's hits bear a star; i = inactive; ? = inconclusive; / = not tested or not shown; [ ] = another dose, or the depositor's remark. Unless noted, the call rests on the fitted dose curve; in most records, active means well fitted curve in the direction sought with a large enough effect; inconclusive means small, poorly fitted or top-dose-only effect, or another doubt; inactive means no such curve, though single readings can be large; an effect the other way counts as inactive or inconclusive. This is a random part of the collection; 8.9% or so of the library scored in one or more.

SMILES | HT1080 IDH1KD tx | ATXN2 expr inh | KB-3-1 tox | HepG2 tox | IL-1B inflam inh | SW480 rerep | HT1080NT lethal | ATXN viability | MCF10A rereplic
CCN(CC)c1cnn(C/C(=N\OC)c2ccc(Cl)cc2)c(=O)c1Br | -9% | -11% | -13% | -9% | -19 | 12% | -8% | i | 10%
Cc1ccc(Nc2nc(CSc3nnc(-c4cccs4)o3)cs2)cc1 | -9%[9.24 µM] | 32% | 0% | -66% | -6 | 1% | -18% | i | 2%
CCc1ccc([C@@H]2C[C@H]3[C@@H](CN2S(=O)(=O)c2ccc(C)cc2)C(=O)C[C@@H](c2cccc(Cl)c2)N3S(=O)(=O)c2ccc(C)cc2)cc1 | -6% | -9% | -2% | 0% | 46 | / | -9% | i | /
Cc1ccc(-c2nc3cc(C)c(Br)c(C)n3c2CC2CCCCC2)cc1 | -17% | 52%[activator] | ? | / | 0 | / | 2% | i | /
CC(=O)c1ccc(NC(=O)c2nc3ccccc3nc2N2CCCCC2)cc1 | / | 0% | 21% | -21% | / | / | / | i | /
CCN(CC)c1nc(C)c(C(=S)Nc2cc([N+](=O)[O-])ccc2Cl)s1 | 12% | -4% | 0% | 4% | -14 | 4% | -2% | i | 10%
Cc1cc(C(=O)NC2CCCC(C)C2C)c2ccccc2n1 (configuration not stated) | 1% | 12% | 9% | -7% | 11 | -2% | -1% | ? | 2%
CC(=O)CCc1oc2ccc(C)cc2c1Cc1ccccc1 | -9% | -4% | 1% | -16% | 1 | 0% | -3% | i | ?
COc1cc(COc2ccc(S(=O)(=O)N3CCOCC3)cc2[N+](=O)[O-])ccc1OC(F)F | -26% | -27% | -3% | -23% | -11 | 2% | -6% | i | ?
CCOC(=O)CN(Cc1ccccc1)C(C(=O)NC1CCCCC1)c1ccc(C)cc1 (configuration not stated) | / | 0% | -6% | -6% | / | / | / | i | /
COc1ccccc1NC(=O)N1CCCC(c2nc3c(nnn3Cc3ccc(C)cc3)c(=O)[nH]2)C1 (configuration not stated) | ? | -6% | -3% | -2% | 0 | -2% | -3% | ? | -5%
Cc1ccccc1NC(=O)Cc1nc(COC(=O)CNS(=O)(=O)c2cccc(Br)c2)cs1 | 9% | 8% | -3% | -8% | -3 | -4% | 8% | i | 2%
CCN(CC)CCn1c2c(c(SCC(=O)Nc3cc(C)cc(C)c3)nc1=O)CCC2 | 1% | 12% | -4% | -4% | -4 | ? | 10% | i | -28%
CCC(NC(=O)NC1=NCCS1)(C(F)(F)F)C(F)(F)F | -2% | -2% | 5% | -19% | -1 | -2%[9.22 µM] | 4% | i | 2%
COc1ccccc1CC(=O)Nc1cccc(C)n1 | 10% | 2% | 2% | 3% | 12 | -11% | 9% | i | 0%
Cc1cc(C)c2c(N)c(C(=O)Nc3ccccc3F)sc2n1 | 14% | 16% | -6% | -11% | ? | 5% | 5% | i | 29µM*
Cc1ccc(CNC(=O)CS(=O)Cc2nc(-c3ccccc3C)oc2C)cc1 (configuration not stated) | 13% | -2% | 2% | -7% | ? | 0% | 0% | i | 11%
O=C(Nc1nnc(Cc2ccc(Cl)cc2)s1)c1cccs1 | 0% | 18% | 0% | -11% | -12 | -4% | 15% | i | 2%
COC(=O)/C(C#N)=C/c1c(N2CCN(C)CC2)nc2ccccn2c1=O | 7% | 57%[activator] | -1% | -22% | 1 | -11% | 13% | i | -21%
COCC(=O)Nc1ccccc1C(=O)Nc1ccc(OC)cc1 | 13% | 40%[activator] | -7% | -20% | -14 | -27% | 12% | i | -1%
Cc1ccnc(N2C(=O)OC(C)(C)C2(C)O)c1 (configuration not stated) | -3% | 2% | -3% | -2% | -4 | -3% | -1% | i | 6%
CCn1nc(C(=O)NNC(=O)c2ccccc2)c2ccccc2c1=O | 10% | 19% | 17% | -8% | 0 | -9% | 12% | i | -2%
Cc1ccc(-n2nnnc2SCC(=O)NCCC2=CCCCC2)c(C)c1 | -1% | -2% | 0% | 3% | -7 | 2% | 2% | i | 11%
CC(=O)c1ccc(OCC(=O)Nc2ccccc2C(=O)NC2CC2)cc1 | 0% | 0% | 4% | 2% | i | -2% | 5% | i | -5%
Cc1ccc2occ(/C=C/C(=O)c3ccccc3O)c(=O)c2c1 | 7% | 13% | ? | 6% | -1 | -2% | 7% | i | 30%

Given with two lines to a compound: 2 of the compounds above.
Values run as follows: HT1080 IDH1KD tx | ATXN2 expr inh | KB-3-1 tox | HepG2 tox | IL-1B inflam inh | SW480 rerep | HT1080NT lethal | ATXN viability | MCF10A rereplic
- COc1cc(COc2ccc(S(=O)(=O)N3CCOCC3)cc2[N+](=O)[O-])ccc1OC(F)F
  -26% | -27% | -3% | -23% | -11 | 2% | -6% | i | ?
- CCOC(=O)CN(Cc1ccccc1)C(C(=O)NC1CCCCC1)c1ccc(C)cc1 (configuration not stated)
  / | 0% | -6% | -6% | / | / | / | i | /

More entries follow.
SMILES | HT1080 IDH1KD tx | ATXN2 expr inh | KB-3-1 tox | HepG2 tox | IL-1B inflam inh | SW480 rerep | HT1080NT lethal | ATXN viability | MCF10A rereplic
O=C(COC(=O)Cc1c[nH]c2ccccc12)NC1CCS(=O)(=O)C1 (configuration not stated) | -10% | -3% | -2% | -13% | 17 | -8% | -5% | i | -2%
CCn1ncc(NC(=O)Nc2cccc(C(F)(F)F)c2)c1C(N)=O | 10% | -4% | -1% | -2% | -18 | 2% | -5% | i | -13%
O=C(ONC(=O)C1CCCCC1C(=O)NOC(=O)c1ccccc1)c1ccccc1 (configuration not stated) | -6% | -2% | 6% | -9% | -12 | -3% | -6% | ? | -36%[inhibitor]
COC(=O)c1ccc2nc(C3CCCCC3)c3c(c2c1)CCC3 | -1% | 5% | -2% | -18% | 3 | 4% | -2% | i | 33%
CCC(CC)c1nn2c(N)c(/C=C3\C(C)=Nc4ccccc43)c(=O)nc2s1 | -5% | -26% | 3% | -56% | / | -6% | -6% | i | 23µM*
O=C(COC(=O)c1cc(S(=O)(=O)N2CCCCC2)ccc1Cl)NCc1ccco1 | 8% | -1%[11.3 µM] | 6% | -2% | 13 | -5% | 6% | i | 3%
Cc1ccc(C)c(NS(=O)(=O)c2cc(C(=O)NCc3ccncc3)ccc2C)c1 | -1% | 0% | -5% | -28% | 0 | -3% | 1% | i | 10%
COCCNC(=O)/C(C#N)=C1\N=C(N)c2ccccc21 | -1% | -19% | 28% | -19% | -19 | 2% | 0% | i | 0%
CCC(=O)N1CCc2cc(S(=O)(=O)NC(CC(C)C)C(=O)NCCc3cccc(C)c3)ccc21 (configuration not stated) | / | -19% | 5% | -70% | / | / | / | ? | /
CCOc1ccc(Br)cc1S(=O)(=O)Nc1cccc(S(=O)(=O)N(C)C)c1 | 3% | -8% | 7% | 16% | 23 | -4% | -18% | i | 3%
CSCCC(NC(=O)c1ccccc1)C(=O)OCC(=O)N(C)CCC#N (configuration not stated) | 0% | -7% | -1% | -20% | 13 | -4% | 2% | i | 6%
Cc1nn(C)c(Oc2ccccc2)c1CCNC(=O)C(C)(C)C | 2% | 3% | 0% | -6% | 11 | -1% | 6% | i | -3%
COc1ccccc1C#CC1=CC(=O)C[C@H](c2ccc(F)cc2)C1 | -23% | -20% | ? | -43% | -58* | / | ? | i | /
COC(=O)C[C@@H]1C=C[C@@H](NC(C)=O)[C@@H](CO)O1 | 27% | / | 6% | / | 4 | / | 28% | / | /
CN1C(=O)CC(n2c(CO)nc3ccccc32)C1=O (configuration not stated) | ? | -7% | 3% | -15% | -23 | ? | -4% | i | -1%
Cc1nn(C)cc1[C@@H]1C[C@H]2CN(Cc3cccc(Cl)c3)C(=O)[C@]23CCCN13 | -7% | 0% | 0% | 1% | -14 | 3% | -7% | i | 1%
Cc1ccc(-c2nc3ccc(Br)cn3c2Nc2ccc3c(c2)OCO3)o1 | / | 6% | 14% | -8% | / | / | / | i | /
CCCCc1ncc(CN2CCC(n3nccc3NC(=O)c3ccccc3OC)CC2)[nH]1 | 1% | 1% | -3% | -9% | 0 | -11% | 0% | i | 13%
COC(=O)C(CCSC)Nc1ncnc2onc(-c3ccc(F)cc3)c12 (configuration not stated) | / | -1% | 3% | -16% | / | / | / | i | /
O=S(=O)(Nc1ccc(-c2ccc(N3CCCC3)nn2)cc1)c1ccc(OC(F)(F)F)cc1 | / | 6% | 5% | -36% | / | / | / | i | /
O=S(=O)(c1ccc(Br)cc1)c1nc(-c2ccccc2)oc1NCCN1CCOCC1 | -1% | -8% | 1% | -10% | -61* | 18% | -5% | i | 19%
CN(C(=S)NC(=O)C1(C)CC1(Cl)Cl)c1ccccc1 (configuration not stated) | 1% | 4% | 6% | -1% | 18 | -2% | -5% | i | 6%
CCc1cc(=O)[nH]c(SCC(=O)N2CCOCC2)n1 | -2% | 6% | -1% | 1% | 5 | -115%[inhibitor] | 3% | i | -1%
O=C(NCc1cccnc1)NC1(C(F)(F)F)Oc2ccc(Cl)cc2O1 (configuration not stated) | ? | ? | ? | -51% | 28 | 13% | -27% | ? | 11%
Cc1ccc(CN(C(=O)c2ccc(C(C)(C)C)cc2)c2ccccn2)o1 | / | 36%[activator] | 0% | -41% | / | / | / | i | /
CN(CCOc1ccccc1)C(=O)CCc1nc2sc3c(c2c(=O)[nH]1)CCCC3 | 11% | 4% | / | -14% | 6 | -5% | 0% | i | ?
Cc1ccnc(SCc2cn3c(C)cccc3n2)n1 | 13% | 26% | 7% | -48% | 10 | -59%[inhibitor] | 19% | i | -2%
C/C(=N/NS(=O)(=O)c1ccc(C(C)(C)C)cc1)c1ccc2c(c1)OCO2 | -6% | -13% | -1% | 1% | 40 | -2% | 1% | i | ?
